# High-throughput results from PubChem.
# GLS inhibitor – qHTS for Inhibitors of Glutaminase (GLS); Glutaminase kidney isoform, mitochondrial (Homo sapiens), O94925; GLS enzymatic activity, qHTS titration; Potency, µM (titrated, usually from 45.5 µM), without a hit: top-dose activity change, negative = inhibition, most hits filed as inhibitors; hit rate 0.21% among 410,000; AID 624170, 2012; also: potency is read from the fitted curve at half-maximal effect; % is scaled to controls: 0 for no effect and ±100 for the full control effect
#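 hKGA; 45 mM KH2PO4 pH 8.2 + 0.02% Tween-20; cpd via pin tool; 1 mM Gln soln; GluOx/HRP/Amplex Red; RT 30 min; fluor. t0 & final.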
# Pin1 inh – qHTS Assay to Find Inhibitors of Pin1. Potency, µM (series often up to 115 µM), for inactives: top-dose activity, negative = inhibition, usual class: inhibitors. Pin1 FP peptide displacement, HiFluor488, 10 min. AID 504891, 2011. hit rate 0.009% among 390,000; active = well fitted inhibition curve with a large enough effect in the polarisation, with a control signal flat, not every such curve was filed as active; inconclusive = small, poorly fitted or top-dose-only effect, or effect the other way, or a change in a side signal; inactive = no such curve, though single readings can be large or run the other way; the % refers to the polarisation; also: potency is read from the fitted curve at half-maximal effect; % is scaled to controls: 0 for no effect and ±100 for the full control effect
# Target sequence (Q13526 whole entry, looked up): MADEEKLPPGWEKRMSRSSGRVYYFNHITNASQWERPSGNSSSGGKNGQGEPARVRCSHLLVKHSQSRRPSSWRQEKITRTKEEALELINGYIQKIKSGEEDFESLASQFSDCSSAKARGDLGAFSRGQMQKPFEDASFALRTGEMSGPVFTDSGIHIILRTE
# TrxR1 substrate – qHTS Assay for Substrates of Mammalian Selenoprotein Thioredoxin Reductase 1 (TrxR1): qHTS; Thioredoxin reductase 1, cytoplasmic (Rattus norvegicus), O89049; hit rate 0.01% among 390,000; Potency, µM (titrated, usually from 114 µM), without a hit: top-dose activity change, negative = substrate turnover; purified TrxR1 substrate turnover, NADPH consumption readout; also: potency is read from the fitted curve at half-maximal effect; % is scaled to controls: 0 for no effect and ±100 for the full control effect; nearly all actives have a fitted effect of over 50% in size
#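 Rat TrxR1, dispensed at 90 nM, was prereduced with 400 uM NADPH (final) for 5 min at ~22 deg C, then incubated with compound 15 min before 400 uM selenite. A first-read NADPH fluorescence drop versus no-compound background flagged substrates.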
# rTrxR1 inhibitor – qHTS Assay for Inhibitors of Mammalian Selenoprotein Thioredoxin Reductase 1 (TrxR1): qHTS; Thioredoxin reductase 1, cytoplasmic (Rattus norvegicus), O89049; recombinant rTrxR1, NADPH fluorescence consumption, selenite substrate; Potency, µM (highest dose often 114 µM), without a hit: at the top dose activity change, negative = inhibition, usual class: inhibitors; hit rate 1% among 390,000; AID 588453, 2011; also: potency is read from the fitted curve at half-maximal effect; % is scaled to controls: 0 for no effect and ±100 for the full control effect; nearly all actives have a fitted effect of over 65% in size
#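 Rat TrxR1 (90 nM in the dispensed reagent) was pre-reduced with 400 uM NADPH for 5 min at room temperature, then incubated with compound for 15 min. After 400 uM selenite was added, NADPH fluorescence (Ex 340/Em 450 nm) was followed for 8 min.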
# USP1 inh – Inhibitors of USP1/UAF1: Primary Screen; recombinant USP1/UAF1, Ub-Rhodamine cleavage fluorescence; Ubiquitin carboxyl-terminal hydrolase 1 (Homo sapiens), O94782; Potency, µM (highest dose often 57.1 µM), without a hit: at the top dose activity change, negative = inhibition, hits mostly inhibitors; hit rate 0.23% among 390,000; also: potency is read from the fitted curve at half-maximal effect; % is scaled to controls: 0 for no effect and ±100 for the full control effect; nearly all actives have a fitted effect of over 60% in size; inactives centre near -12
#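 High-throughput fluorogenic screen: 1nM USP1/UAF1 complex, Ub-Rho substrate 150nM final, 50mM HEPES pH 7.8 with 0.5mM EDTA, 0.1 mg/ml BSA, 1mM TCEP and 0.01% Tween-20.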
# IDH1 R132H inh – qHTS for Inhibitors of mutant isocitrate dehydrogenase 1 (IDH1): qHTS. IDH1-R132H enzyme, NADPH consumption, diaphorase/resazurin fluorescence. Potency, µM (doses to about 76.6 µM), without a hit: at the highest dose activity change, negative = inhibition, hits mostly inhibitors. hit rate 0.093% among 390,000; also: potency is read from the fitted curve at half-maximal effect; % is scaled to controls: 0 for no effect and ±100 for the full control effect; nearly all actives have a fitted effect of over 65% in size
# Target sequence (O75874 whole entry R132H, stated change not applied): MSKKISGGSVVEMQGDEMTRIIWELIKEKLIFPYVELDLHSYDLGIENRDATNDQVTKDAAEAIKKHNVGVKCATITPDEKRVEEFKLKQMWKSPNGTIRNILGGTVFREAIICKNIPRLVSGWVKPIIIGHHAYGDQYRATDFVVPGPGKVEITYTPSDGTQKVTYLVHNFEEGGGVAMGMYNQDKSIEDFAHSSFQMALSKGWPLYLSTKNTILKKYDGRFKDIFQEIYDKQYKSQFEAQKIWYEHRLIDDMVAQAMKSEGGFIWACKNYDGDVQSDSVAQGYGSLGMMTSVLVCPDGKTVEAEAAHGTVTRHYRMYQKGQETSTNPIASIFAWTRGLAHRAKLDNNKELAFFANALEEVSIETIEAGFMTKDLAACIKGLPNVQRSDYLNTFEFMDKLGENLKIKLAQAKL
#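 IDH1-R132H (0.5 ug/mL dispensed) in pH 7.5 Tris buffer was preincubated 30 min with compound, then given a substrate mix of 0.016 mM NADPH and 2 mM alpha-KG for 80 min at room temperature; remaining NADPH was read by diaphorase/resazurin fluorescence.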
# Tb PGK inh – qHTS Assay to Find Inhibitors of Phosphoglycerate Kinase; Phosphoglycerate kinase, glycosomal (Trypanosoma brucei brucei), P07378; PGK/GAPDH coupled, Kinase-Glo luminescence, 60 min; Potency, µM (highest dose often 57.5 µM), inactives show top-dose activity change, negative = inhibition, most hits filed as inhibitors; hit rate 0.043% among 380,000; AID 602233, 2012; also: potency is read from the fitted curve at half-maximal effect; % is scaled to controls: 0 for no effect and ±100 for the full control effect; nearly all actives have a fitted effect of over 60% in size
#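 Luminescent ATP detection (Kinase-Glo Plus) follows a 60-minute room-temperature incubation, with wells lacking PGK as controls. Buffer: 100 mM TEA (pH 7.6), 5 mM MgCl2, 0.01% Tween-20. Coupling enzyme GAPDH (100 nM final) supplies unstable 1,3-BPG in-well.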
# PI4K2A block – qHTS for small molecular inhibitors of PI4K2A. Phosphatidylinositol 4-kinase type 2-alpha (Homo sapiens), Q9BTU6. purified PI4K2A, ADP-Glo luminescence, 1 h; hits give low values. activity change, negative = inhibition, % at 76.9 µM. hit rate 0.13% among 420,000. AID 1346378, 2018; in the data active = activity change below about -50%; inconclusive = mostly about -30% to -49%;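 also: -100% = wells without enzyme as full effect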
#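 ADP-Glo luminescence measured ADP generated by PI4K2A enzyme (4 ug/mL before mixing) with 1.2 mM PI substrate (pre-mix) and 300 microM ATP (pre-mix). Tris pH7.5 buffer with MgCl2, Triton X-100; 1 h reaction at ambient temperature.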
# HP1b chromo inh – HTS for Inhibitors of HP1-beta Chromodomain Interactions with Methylated Histone Tails; hit rate 0.56% among 390,000; AlphaScreen HP1-beta / biotin-H3K9me3 peptide binding; Potency, µM (titrated, usually from 114 µM), inactives show top-dose activity change, negative = inhibition, most hits filed as inhibitors; Chromobox protein homolog 1 (Homo sapiens), P83916; also: potency is read from the fitted curve at half-maximal effect; nearly all actives have a fitted effect of over 70% in size; inactives centre near 23
# Target sequence (P83916 whole entry, looked up): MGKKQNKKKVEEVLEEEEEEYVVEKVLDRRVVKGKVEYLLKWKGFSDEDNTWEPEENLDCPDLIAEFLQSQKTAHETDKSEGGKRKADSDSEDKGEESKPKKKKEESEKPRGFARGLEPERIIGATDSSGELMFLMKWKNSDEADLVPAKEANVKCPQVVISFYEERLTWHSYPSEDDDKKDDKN
#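 AlphaScreen: HP1-beta (50 nM) preformed 30 min with biotin-H3(1-18)K9me3 peptide (50 nM) in PBS pH 7.4, 0.01% Tween-20. Compound added for 30 min at RT, then streptavidin donor/nickel chelate acceptor beads (10 ug/mL) for 30 min.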
# * hit, by the source's call; i = inactive; ? = inconclusive; . = not tested or not shown; & = joins results of further samples; [ ] = another dose, or the depositor's remark. Unless noted, calls follow the shape of the dose curve; as a rule, active = well fitted curve in the direction sought with a large enough effect; inconclusive = small, poorly fitted or top-dose-only effect, or another doubt; inactive = no such curve, though single readings can be large; an effect the other way counts as inactive or inconclusive. These rows are one share of the data; count on the stated rates, not on these rows.
SMILES,GLS inhibitor,Pin1 inh,TrxR1 substrate,rTrxR1 inhibitor,USP1 inh,IDH1 R132H inh,Tb PGK inh,PI4K2A block,HP1b chromo inh
CN(CC(=O)Nc1cccc(F)c1)C(=O)c1ccccc1Sc1ccccc1C#N,-1%,-1%,-6%,8%,-11%,12%,-3%,-2,8%
CCCN(CCC)C(=O)CSc1nc2ccccc2c(=O)n1CC1COc2ccccc2O1 (centres undefined),4%,2%,-6%,0%,-11%,-4%,-6%,-2,14%
Cc1cccc(-n2c(=O)c3c(c4cc(C)ccc4n3C)n(CC(=O)Nc3ccccc3Cl)c2=O)c1,9%,0%,-8%,-10%,-1%,-9%,-3%,-9,24%
CCOc1ccc(C(=O)N2CCc3ccccc32)cc1,-6%,4%,0%,8%,-23%,10%,-1%,-5,34%
O=C(NCc1ccc(F)cc1)C1(S(=O)(=O)c2ccc(Cl)cc2)CC1,-18%,-2%,10%,29%,-22%,12%,-8%,4,-7%
CC1(c2ccc3ccccc3c2)NC(=O)N(CC(=O)O)C1=O (centres undefined),-11%,1%,4%[57.1 µM],6%[57.1 µM],-6%,4%,-6%,-6,-11%
c1ccc(Cn2c(-c3ccccc3)nc3nc4ccccc4nc32)cc1,19%,4%,29%,25%,-16%,1%,5%,-4,34%
COc1ccc(-c2cc3ncccc3cn2)cc1,2%,1%,12%,10%,?,4%,-16%,-12,21%
CC(c1nnc(SCC(=O)NC(=O)NCc2ccco2)n1-c1ccc(Cl)cc1)N(C)C (centres undefined),-2%,3%,9%,-15%,6%,1%,-7%,-4,20%
COc1cc2sc(C)nc2cc1C,0%,-2%,-13%[57.1 µM],19%[57.1 µM],-1%,4%,i,6,33%
Cc1onc(-c2ccccc2Cl)c1C(=O)N1CCCC1,1%,-1%,5%,20%,-5%,7%,-1%,2,40%[activator]
COC(=O)CC1=C(c2ccc([N+](=O)[O-])cc2)CCC1=O,-18%,-2%,-8%,?,?,-10%,i,-2,-34%
CCCNc1ncnc2nc[nH]c12,1%,-3%,4%,24%,-21%,6%,i,-12,34%
Cc1[nH]c(=O)[nH]c(=O)c1S(=O)(=O)N1CCCC(C(=O)N2CCN(c3cccc(C(F)(F)F)c3)CC2)C1 (centres undefined),4%,0%,6%,17%,-21%,0%,-3%,0,-16%
Cc1ccc(CCNS(=O)(=O)c2ccc(C)cc2)cc1,.,1%,-8%,2%,-6%,-7%,-3%,-1,51%[activator]
COc1ccc(Cn2c(C3CC3)nc3ccc(NC(=O)c4ccco4)cc3c2=O)cc1,10%,9%,8%[57.1 µM],-35%,0%,-2%,9%,5,33%
O=C(C1=C[C@H](c2coc3ccccc3c2=O)C[C@H](OCc2ccc(CO)cc2)O1)N1CCN(Cc2ccccc2)CC1,-4%,24%,7%[57.1 µM],11%[57.1 µM],-20%,-14%,-1%,4,-5%
COC(=O)c1nn(-c2ccc(Oc3ccccc3)cc2)c(=O)cc1O,0%,-4%,-3%[57.1 µM],1%[57.1 µM],-13%,2%,3%,-6,27%
CCCCn1c(N)c(N(CC)C(=O)C(c2ccccc2)c2ccccc2)c(=O)[nH]c1=O,-1%,-8%,3%,25%,-17%,-8%,-7%,7,30%
C[C@H]1CN([C@@H](C)CO)C(=O)CCCn2cc(nn2)CO[C@@H]1CN(C)C(=O)CCC(F)(F)F,-3%,.,.,.,-20%,-5%,-8%,-4,.
CCn1c(SCC(=O)OC2CCCCC2)nnc1-c1ccncc1,2%,-2%,0%,0%,-12%,3%,7%,9,51%[activator]
CCOC(=O)c1nnn2c1nc(N1CCN(c3ccccc3)CC1)c1ccccc12,16%,4%,-4%,-9%,-28%,12%,-8%,-1,23%
Cc1ccc(Cn2cc(CCC(=O)NCc3ccc(OC(C)C)cc3)c3ccccc32)cc1,4%,4%,0%,23%,?,-6%,-2%,0,25%
COc1cc2c(cc1OC)C(c1cccc(Cl)c1)CC(=O)N2 (centres undefined),-5%&-7%,0%&-1%,6%[57.1 µM],9%[57.1 µM],-16%&-13%,2%&-4%,-13%,0&4,38%&-4%[activator]
COc1ccccc1NC(=O)C(C)Sc1nnnn1C (centres undefined),18%,1%,7%[0.457 µM],3%,-6%,7%,-4%,0,35%

# Following part
SMILES,GLS inhibitor,Pin1 inh,TrxR1 substrate,rTrxR1 inhibitor,USP1 inh,IDH1 R132H inh,Tb PGK inh,PI4K2A block,HP1b chromo inh
O=C(CNS(=O)(=O)c1ccc2ccccc2c1)OCc1csc(-c2ccccc2)n1,2%,28%,-5%,-7%,-22%,5%,i,-1,3%
COc1ccc(CCN2C(=NC(=O)CC(C)C)SC3CS(=O)(=O)CC32)cc1 (centres undefined),-1%,-1%,5%[57.1 µM],-6%[57.1 µM],-9%,5%,-6%,5,19%
COc1cccc(CN(C)CC2CCCN(CCc3ccc(Cl)cc3)C2)c1OC (centres undefined),2%,-11%,9%[57.1 µM],23%[57.1 µM],-24%,4%,1%,0,1%
NC(=O)CSc1oc(-c2ccco2)nc1S(=O)(=O)c1ccc(Cl)cc1,12%&-14%,-1%&3%,12%[0.0914 µM],?,?,1%&32%,-10%&-8%,-18&-4,11%&12%
COC(=O)C1=C(CS(=O)(=O)c2cc(Cl)ccc2OC)NC(=O)NC1c1ccc(O)c(OC)c1 (centres undefined),14%,0%,1%,15%,-12%,0%,8%,-2,20%
COCCNc1cc(N)c([N+](=O)[O-])cc1[N+](=O)[O-],63%[activator],-9%,-12%,6%[57.1 µM],-5%,5%,-5%,-3,18%
CCOc1ccc(S(=O)(=O)NCCSCc2ccco2)cc1,-11%,?,3%,?,-18%,-2%,-3%,-16,1%
Cc1cc(Cl)ccc1C(=O)C1CCCN(C(=O)c2nonc2C)C1 (centres undefined),0%,0%,6%[57.1 µM],21%[57.1 µM],-20%,-3%,-7%,0,129%[activator]
O=C(Nc1ccc(Cl)cc1)Nc1nc(-c2ccccc2)cs1,1%,10%,-6%,7%,-23%,-6%,-8%,-3,36%
CC(C)n1cc(CN2CCC(n3nccc3NC(=O)Cc3ccccc3)CC2)cn1,2%,-3%,4%,0%,-3%,6%,1%,2,46%[activator]
CC(C)(C)C(=O)NC1CCN(S(=O)(=O)c2ccccc2F)CC1,6%,0%,-6%,-5%,-6%,-7%,-10%,-2,46%[activator]
COc1ccc(OC(C)C(=O)N2CCc3ccccc3C2)cc1 (centres undefined),12%,-10%,4%[57.1 µM],13%[57.1 µM],-10%,1%,-4%,-1,22%
C=CCN(CC=C)C(=O)COn1nnc2ccc(S(=O)(=O)N3CCOCC3)cc21,-12%,2%,-4%,-2%,-10%,4%,0%,2,36%
COc1cccc(C(=O)/C(C#N)=N/Nc2cccc(-c3ccnc(C)n3)c2)c1,10%,?,-14%,0%,-9%,-9%,-2%,-4,-1%
CCCSc1nc(-c2ccccc2)[nH]c1S(=O)(=O)c1ccc(C)cc1,-5%,4%,-5%,12%,-12%,-19%,-4%,0,40%[activator]
CC(C)(C)NC(=O)c1oc2ccccc2c1COc1ccccc1,5%,0%,6%[57.1 µM],3%,-21%,3%,-6%,0,84%[activator]
CCn1c(SCC(=O)OCc2ccccc2)nc2c1c(=O)n(C)c(=O)n2C,-1%,-5%,-2%,21%,-10%,1%,-6%,2,28%
CC1CC(C)CN(C(=O)COC(=O)c2cc3ccccc3oc2=O)C1 (centres undefined),6%,-8%,5%,-16%,3%,0%,1%,2,23%
CCN(CC(=O)Nc1ccc(NC(C)=O)cc1)C(=O)C1(c2ccccc2)CC1,7%,1%,-3%,-2%,-15%,6%,i,0,19%
Cc1ccc(C)c(CN2C(=O)COc3ccccc32)c1,-4%,-1%,-1%[57.1 µM],18%[57.1 µM],-4%,4%,-2%,-1,39%[activator]
Cc1ccc(S(=O)(=O)N2CC(O)CC2C(=O)OCC(=O)Nc2ccc([N+](=O)[O-])cc2C(F)(F)F)cc1C (centres undefined),1%,17%,2%,2%,-16%,3%,15%,5,8%
COc1ccc2c(c1)cc1c(=O)n(CC(=O)NC3CC3)nc(C)n12,3%,8%,27%,4%,3%,-6%,-2%,-1,42%[activator]
CC1(C)CC(=O)C(C=Nc2ccc(O)cc2)=C(O)C1,22%,2%,-17%,-13%,-11%,-2%,-8%,0,18%
